# Screening results deposited in PubChem by several laboratories.
# IMP-1 inhibitor: IMP-1 metallo-beta-lactamase inhibitors, primary screen, biochemical, epi-absorbance readout, Pseudomonas aeruginosa enzyme; metallo-beta-lactamase IMP-1 (Pseudomonas aeruginosa); purified IMP-1, nitrocefin hydrolysis, epi-absorbance fluorescence; inhibition, % at 5.6 µM; hit rate 0.45% among 290,000; AID 1556, 2009;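 active = inhibition above the mean plus 3 SD of all compounds in the same screening run, cut at about 4.5% in these data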;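 note: 0% = IMP-1 with DMSO and 100% = DMSO wells lacking enzyme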
#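 System: purified IMP-1; amount: IMP-1 0.2 nM before substrate addition; compound: single dose, 5.6 µM; times: 25 °C, 15 min preincubation, 25 min reaction; signal: Epi-absorbance via hydrolysed-nitrocefin quenching of white-plate fluorescence, 480/530 nm, EDTA stop; benchmarks: DMSO with and without IMP-1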
# VIM-2 inhibitor: VIM-2 metallo-beta-lactamase inhibitors, primary screen, biochemical, epi-absorbance readout, Pseudomonas aeruginosa enzyme. AID 1527, 2009. inhibition, % at 5.6 µM. purified VIM-2, nitrocefin hydrolysis, epi-absorbance fluorescence. hit rate 0.89% among 290,000;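 active = inhibition above the mean of all tested compounds plus 3 SD, cutoff set per screening run, cut at about 7.5% in these data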;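 note: red hydrolysis product quenches plate fluorescence so inhibitors raise well fluorescence; 0% = enzyme with DMSO and 100% = DMSO without enzyme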
# SUMO HTRF inh: inhibitors of in vitro SUMOylation cascade, primary screen, biochemical, HTRF, uHTS; SUMO-conjugating enzyme UBC9 (Homo sapiens), P63279; HTRF SUMOylation assay, SAE1/SAE2 + UBC9; inhibition, % at 35 µM; hit rate 0.36% among 290,000; in the data active = inhibition above about 50%, passing the limit was not always enough; note: strong numbers were not always called active
# Target sequence (P63279 whole entry, looked up): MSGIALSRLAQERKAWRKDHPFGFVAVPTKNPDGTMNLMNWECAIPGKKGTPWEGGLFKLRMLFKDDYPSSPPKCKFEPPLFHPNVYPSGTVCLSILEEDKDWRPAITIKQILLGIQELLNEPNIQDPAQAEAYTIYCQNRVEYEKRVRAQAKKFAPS
# PHOSPHO1 block: PubChem AID 1565 | inhibition, % at 13.3 µM | hit rate 1.1% among 290,000 | recombinant PHOSPHO1, absorbance phosphatase assay | Phosphoethanolamine/phosphocholine phosphatase (Homo sapiens), Q8TCT1; in the data active = inhibition above about 60%
# Target sequence (Q8TCT1 whole entry, looked up): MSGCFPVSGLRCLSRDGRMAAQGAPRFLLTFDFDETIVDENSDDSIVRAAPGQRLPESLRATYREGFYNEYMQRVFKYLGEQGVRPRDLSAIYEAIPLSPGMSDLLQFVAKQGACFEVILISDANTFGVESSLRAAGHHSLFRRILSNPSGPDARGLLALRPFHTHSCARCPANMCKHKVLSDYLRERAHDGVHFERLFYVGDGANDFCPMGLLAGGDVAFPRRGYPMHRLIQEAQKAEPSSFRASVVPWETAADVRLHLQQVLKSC
# MEKK3 PB1 HTS: modulators of MEKK3-MEK5 PB1 binding, primary screen, biochemical, wildtype MEKK3, multiplex bead flow cytometry, Alexa488-MEK5; binding response (% of control), % at 10 µM; AID 1529, 2009; bead-based flow cytometry, Alexa488-MEK5 binding to MEKK3; actives lie on both sides; 0 = blocked by unlabeled MEK5, 100 = vehicle; Mitogen-activated protein kinase kinase kinase 3 (Homo sapiens), Q99759; hit rate 1.4% among 290,000;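 active = binding response more than 3 SD above or below the average of its plate-row segment, actives on both sides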;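 note: Alexa488 bead fluorescence after subtracting the streptavidin-only scavenger bead signal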
# Target sequence (Q99759 whole entry, looked up): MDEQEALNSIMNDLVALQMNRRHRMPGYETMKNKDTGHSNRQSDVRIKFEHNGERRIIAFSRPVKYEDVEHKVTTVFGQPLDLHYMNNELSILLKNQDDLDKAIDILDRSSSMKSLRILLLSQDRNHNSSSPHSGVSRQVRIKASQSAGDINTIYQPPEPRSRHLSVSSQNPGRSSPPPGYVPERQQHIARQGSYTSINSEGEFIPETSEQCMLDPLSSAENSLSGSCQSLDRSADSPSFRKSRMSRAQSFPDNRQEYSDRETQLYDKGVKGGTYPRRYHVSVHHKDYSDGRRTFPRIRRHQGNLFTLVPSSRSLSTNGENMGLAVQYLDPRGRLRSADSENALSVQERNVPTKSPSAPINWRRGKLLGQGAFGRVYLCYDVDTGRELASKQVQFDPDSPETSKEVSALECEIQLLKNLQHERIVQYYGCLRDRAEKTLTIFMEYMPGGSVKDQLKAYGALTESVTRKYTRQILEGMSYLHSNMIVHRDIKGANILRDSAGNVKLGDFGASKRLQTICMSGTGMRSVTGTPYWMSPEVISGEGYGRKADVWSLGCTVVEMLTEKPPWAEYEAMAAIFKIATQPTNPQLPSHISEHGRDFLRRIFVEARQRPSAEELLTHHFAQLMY
# FID counter: compounds displacing fluorescent DNA intercalator, primary screen, artefact control for HCV NS3 helicase inhibitor project, biochemical, FID fluorescence; AID 1845, 2009; hit rate 0.17% among 290,000; DNA fluorescent intercalator displacement; inhibition, % at 7.9 µM; in the data active = inhibition above about 37%;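 note: 0% = vehicle and 100% = reference compound; higher means more ethidium bromide displaced from hairpin DNA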
# p-CIP stab down: p/CIP-EGFP fusion destabilizers, primary screen, fluorescence, F442A cells | decrease of EGFP signal, % at 10 µM | hit rate 0.01% among 290,000 | Q05BA5 | 16 h;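 active = EGFP signal decrease of at least 30% at 10 µM or well 3 SD below plate mean, unless failing retest; inactive = the rest, including hits failing retest or dose response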; note: some compounds called inactive have numbers as strong as hits; many of its hits are not listed in these tables
# IDE act: human IDE activators in live cells, primary screen, fluorescence polarization, HEK cells, FAbeta-B substrate. Insulin-degrading enzyme (Homo sapiens), P14735. FAbeta-B cleavage; 0% vehicle, 100% cell-free pure enzyme wells. activation, % at 5.96 µM. hit rate 0.073% among 340,000. AID 493087, 2011;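 active = activation above the mean of all tested compounds plus 3 SD, set per screening campaign, cut at about 17% in these data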
# HCV NS3 hel inh: inhibitors of HCV NS3 helicase, primary screen, biochemical, Cy5 molecular beacon fluorescence; NS3 helicase DNA unwinding; inhibition, % at 10.9 µM; hit rate 0.56% among 290,000; AID 1800, 2009;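 active = inhibition above the mean of all tested compounds plus 3 SD, set per campaign, cut at about 35% in these data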;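 note: 0% = DMSO wells and 100% = thioflavine S control wells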
#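 assay system = NS3 helicase fragment of HCV | buffer or medium = MOPS pH 6.5, MgCl2, DTT, Tween20, BSA | timing = 60 min unwinding reaction at 25 °C after ATP addition | signal = Cy5 beacon fluorescence read at start and 1 h | read-out basis = % inhibition of unwinding | control set = low DMSO, high thioflavine S at 110 µM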
# * marks the source's active call; other numbers are inactive results; · = not tested or not shown. Some of the compounds tested; the hit share may differ from the screen's.
SMILES,IMP-1 inhibitor,VIM-2 inhibitor,SUMO HTRF inh,PHOSPHO1 block,MEKK3 PB1 HTS,FID counter,p-CIP stab down,IDE act,HCV NS3 hel inh
CCCCn1c2ccc(C)cc2c2nnc(SCCN3CCCCC3)nc21,-2.6,22*,-2,39,109,0,4,-4,-53
COc1cccc(CN2CCN(CC(=O)Nc3ccccc3Cl)CC2)c1,-1.8,-0.6,12,0,92,-5,6,0,-7
COc1ccc(NC(=O)CSc2ncnc3c2cnn3Cc2ccccc2)cc1,-1.5,-2.5,18,-2,99,-2,9,2,-5
O=C(COC(=O)c1n[nH]c2ccccc12)NCc1ccccc1,-0.7,-3.6,1,19,97,-9,11,-5,-1
C/C(=N\NC(=O)C1CCCN(S(=O)(=O)c2ccccc2)C1)c1ccncc1 (configuration not stated),-4.3,-2.6,3,14,102,-9,0,-3,-2
CC1=CC2=NCC(O)CN2C=C1 (configuration not stated),-1.2,-2.2,12,36,105,-3,-1,1,-5
CCOC(=O)c1ccc(P(=O)(c2ccccc2)c2ccccc2)cc1,-4.2,-3.4,17,24,107,-37,-11,3,-4
CS(=O)(=O)Nc1ccc(N2CCCCC2)c(Cl)c1,-0.8,3.0,-13,14,106,1,5,4,10
COC(=O)c1ccc(C)c(NC(=O)Cn2cnc3ccccc3c2=O)c1,-3.2,-2.9,3,6,105,-2,-3,-8,2
CCOC(=O)N1CCN(S(=O)(=O)c2ccc(C(=O)Nc3sc4c(c3C(N)=O)CC(C)(C)NC4(C)C)cc2)CC1,-2.8,-2.4,3,31,103,41*,-22,2,-26
COc1ccc(C(=O)Nc2ccc(S(=O)(=O)N3CCc4ccccc43)cc2)cc1,-6.3,-2.0,·,·,58,-3,·,2,-15
COc1ccc(CNC(=O)c2ccc(NC(=O)CC3SC(N4CCCC4)=NC3=O)cc2)cc1 (configuration not stated),-2.1,-3.2,7,45,104,-33,-12,-7,-6
O=C(Nc1ccc(Cl)cn1)Nc1ccccc1F,-4.1,-2.9,17,-8,95,-1,-2,5,1
Cc1cc(OC(C)C(=O)NCC2CCCO2)cc(C)c1Cl (configuration not stated),-2.3,-2.2,-11,43,101,-20,20,4,-1
Oc1ccccc1-c1cc(-c2ccc3c(c2)OCCO3)n[nH]1,-1.7,-3.1,20,6,·,-7,-4,-1,-10
C=C1CCC[C@]2(C)C[C@H]3OC(=O)C(CNC(C)(CO)CO)[C@H]3CC12 (some centres not stated),-1.8,-2.6,-16,31,102,-15,2,6,10
COc1ccc(C(=O)C(Sc2nnc(C)c(=O)[nH]2)c2ccc(OC)cc2)cc1 (configuration not stated),-2.0,-2.1,0,14,87,-29,-1,8,6
O=c1c2ccccc2oc2nc(C3CCCCC3)n(Cc3ccco3)c(=O)c12,-0.9,-2.3,-14,-8,103,-2,-2,-2,8
O=C1CCC(C(=O)NCc2ccc3c(c2)OCO3)N1 (configuration not stated),-2.6,-3.3,15,37,96,1,-5,7,0
CCOC(=O)c1cc(-c2ccc(OC)cc2OC)nn1-c1ccc(C(=O)O)cc1,-1.8,-4.0,8,30,95,-37,-1,6,13
CCC(=O)c1ccc(OCC(=O)Nc2ccc(N3CCOCC3)cc2N2CCOCC2)cc1,-2.6,-2.3,-6,38,101,-33,-2,3,-3
O=C(CCNC(=O)C1CCN(S(=O)(=O)c2ccccc2)CC1)NCc1ccc(Cl)cc1Cl,-1.6,-4.1,8,12,104,-54,-18,4,-10
Cc1ccc(C(=O)CSc2nnc(-c3ccccc3N)n2C)cc1C,-1.9,-2.9,21,-4,107,-26,-4,6,-3
CC(=O)CC(C)(C)n1nnc(-c2ccccc2)n1,-2.6,-3.2,4,15,109,-6,-26,1,-2
CCc1c(C)nc(N2CCN(c3ccccc3F)CC2)[nH]c1=O,0.5,1.7,2,30,93,-20,-2,-2,5

# New compounds follow.
SMILES,IMP-1 inhibitor,VIM-2 inhibitor,SUMO HTRF inh,PHOSPHO1 block,MEKK3 PB1 HTS,FID counter,p-CIP stab down,IDE act,HCV NS3 hel inh
CCOc1ccccc1NC(=O)CCNS(=O)(=O)c1ccc(NC(C)=O)cc1,-2.3,-0.5,6,28,99,-8,-4,-3,1
CCOC(=O)c1c(C)[nH]c(C(=O)COC(=O)CNC(=O)c2ccccc2Cl)c1C,-2.7,-1.8,-24,12,96,-20,-5,2,-5
CCc1cccc(CC)c1NC(=O)COC(=O)c1ccc2c(c1)S(=O)(=O)c1ccccc1C2=O,-3.0,-1.8,-6,1,102,0,8,4,0
Cc1cc(C)c(NC(=O)CNC(=O)COC(=O)C2CCN(c3ccc(C(F)(F)F)cn3)CC2)c(C)c1,-2.7,-1.3,-9,-1,92,-39,-19,-9,-7
Cc1ccc(C)c(NC(=O)c2sc(Cl)nc2C)c1,-2.5,-3.9,20,6,103,-6,-10,1,-2
COCCNC(=O)CN(Cc1ccccc1)S(=O)(=O)c1ccc2nc(C)sc2c1,-1.4,-2.0,4,56,102,-27,-2,4,-2
Cc1ccc(S(=O)(=O)N2CCCC(C(=O)Nc3ccc(C(=O)O)cc3)C2)cc1Cl (configuration not stated),-0.7,0.7,0,6,75,-23,2,0,-21
N/C(Cc1ccc(Cl)c(Cl)c1)=N\OC(=O)c1ccc(Br)o1,-2.3,-2.5,2,1,98,-2,-10,-5,-12
CCN(CC)C(=O)CSc1nc2sc3c(c2c(=O)n1CCOC)CCC3,-0.8,5.6,4,-6,103,-41,-4,-1,-1
COc1cccc(NC(=O)C2CCN(C(=O)[C@@H]3Cc4ccccc4CN3)CC2)c1,-2.1,-0.6,-2,38,104,7,7,0,-12
COc1ccc(-c2nnn(Cc3nn[nH]n3)n2)cc1OC,-4.9,0.6,25,4,99,3,-8,0,-3
COc1cc(C(=O)Nc2ccncc2)cc(OC)c1OC,-2.9,-2.5,16,-6,106,-1,-7,-1,4
COC(=O)CCC(=O)NNC(=O)C1CC1(c1ccccc1)c1ccccc1 (configuration not stated),0.4,-2.4,6,·,101,-16,-7,-1,-1
Nc1nonc1-c1noc(N2CCCCC2)n1,-2.6,-2.9,2,-10,98,-7,5,2,8
CCc1cccc(OCCn2nc(C(=O)O)c3ccccc3c2=O)c1,-1.5,1.5,-17,18,99,-19,0,4,2
Cc1nc2cc(N3CCCCC3)c(NC(=O)c3ccncc3)cc2c(=O)n1Cc1ccc(Cl)cc1,-0.1,-0.6,7,-5,·,1,1,·,-1
CCN(CC)S(=O)(=O)c1ccc2c(c1)N(CC(=O)NCCc1ccc(S(N)(=O)=O)cc1)C(=O)CO2,-1.7,-3.2,16,-22,100,-13,13,4,5
O=C(CCn1nc(-c2ccc(Cl)cc2)ccc1=O)NCc1cccnc1,-1.1,-0.8,25,9,94,-7,2,1,-8
CCOC(=O)c1c(C)nc2c(c1-c1cc(OC)ccc1OC)C(=O)c1ccccc1-2,-3.4,-0.9,5,-14,100,-1,-19,6,-1
CCOC(=O)c1c(CN(C)C)n(-c2ccccc2)c2cc(Br)c(O)cc12,-2.7,6.3,11,44,107,9,-7,3,-2
c1ccc2c(c1)COC(CNC1CCCCC1)OC2,-4.0,-2.3,15,18,84,1,-12,7,-4
CC1CCCCC1NC(=O)CSCC(=O)O (configuration not stated),-2.7,-3.5,7,-4,99,2,-2,-2,-6
Cc1cc(C)cc(NC(=O)C2CCCN2/C=C/C(=O)C(F)(F)F)c1 (configuration not stated),0.7,-0.9,-18,-3,101,-4,10,-1,-10
CCC12CN3CCN(CC(C3)/C1=N\NC(=O)Nc1ccccc1)C2,-3.3,-0.9,2,-2,129*,1,1,3,3
CC(C)c1cc(C(=O)NCc2cccnc2)no1,-0.7,0.2,4,14,99,6,6,-1,1

# Continuation:
SMILES,IMP-1 inhibitor,VIM-2 inhibitor,SUMO HTRF inh,PHOSPHO1 block,MEKK3 PB1 HTS,FID counter,p-CIP stab down,IDE act,HCV NS3 hel inh
COCCNC(=O)Cn1c(=O)n(CCC(=O)NCCc2ccccc2)c(=O)c2ccccc21,-1.9,0.9,7,0,89,3,-8,0,9
CC1(O)CC(=O)N(c2ccccc2)O1 (configuration not stated),-2.8,-2.3,2,45,100,1,-19,1,-1
Cc1ccc(Oc2ncccc2CO)cc1,-3.4,-1.2,4,36,111,16,-7,3,9
CCOc1ccc(N2CC(C(=O)NCCc3c[nH]c4ccc(OC)cc34)CC2=O)cc1 (configuration not stated),-2.0,-2.4,0,31,107,-29,-3,4,4
CCc1cc(=O)oc2c(C)c(OCC(=O)NC3CC(C)(C)NC(C)(C)C3)ccc12,-3.6,14*,3,7,99,18,9,0,3
Cc1ccc(C(=O)Nc2nc3ccccc3n3nnnc23)cc1,-0.1,0.6,-11,3,101,5,11,1,3
COc1ccccc1N(C)S(=O)(=O)c1ccc(C(=O)OCC(=O)Nc2cc(C)on2)cc1,-1.4,-1.3,-7,6,101,-8,-14,2,0
CCCCC(c1nnnn1CCOC)N1CCN(C(=O)c2ccco2)CC1 (configuration not stated),-1.5,-0.7,6,15,101,-4,-5,-5,-15
Cc1ccc(-c2nn(-c3ccccc3)cc2/C=N/NC(=O)c2ccc(Br)o2)cc1,-2.1,-4.7,-15,37,106,-2,-1,3,5
CC(C)N1CCC(N2CCN(Cc3ccc(C#CC(C)(C)O)s3)CC2CCO)CC1 (configuration not stated),-0.2,0.0,21,41,97,9,-20,5,-9
COc1ccc(C(CC(=O)O)NC(=O)Cc2ccccc2)cc1OC (configuration not stated),-1.4,-0.1,0,12,93,2,4,3,-7
COc1ccccc1CNC(=O)CSc1ccc(-c2ccccn2)nn1,-4.3,-1.5,20,-32,116,-8,5,5,-2
CC1CN(C2CCN(S(=O)(=O)c3ccccc3)CC2)CC(C)O1 (configuration not stated),-2.9,0.2,-14,29,91,1,8,1,1
Cc1ccc2c3c(cccc13)-c1ccccc1C2=O,-3.4,-1.8,9,-15,87,-1,1,-9,1
COc1ccc(C2(O)CCN(Cc3nnnn3Cc3ccc(F)cc3)CC2)cc1,-2.1,-1.5,30,-7,61,-23,4,5,-6
